High-throughput results from PubChem.
TCR activator: activators of T cell receptors; primary human leukocytes, anti-CD3, IL-2 HTRF, 48 h; Potency, µM (doses to about 9.22 µM), for the others: top-dose activation of IL-2 secretion, most hits filed as activators; 330,000 tested, under 10 active; further: % of control where 0% means no effect
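TCR engagement came from a-CD3 beads alone, with compounds added to primary human leukocytes for 48 hr. Secreted IL-2 bridged europium cryptate- and d2-labelled anti-IL-2 antibodies, giving FRET emission at 665nm after 320nm excitation.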
ELG1 DNA repair: blocks ELG1-dependent DNA repair in HEK293T cells; HEK293T ELG1-luciferase reporter, luminescence, 16 h; DNA damage induced by 5-fluorouridine; Potency, µM (series often up to 46.1 µM), for the others: top-dose activity change, negative = inhibition, hits mostly inhibitors; 330,000 compounds, 2.3% hits; AID 504467; further: potency means the concentration at half of the fitted maximal effect; on the % scale 0 is the no-effect control and ±100 the full control effect; nearly all actives have a fitted effect of over 55% in size
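Luminescence from the luciferase reporter, measured 30 min after ONE-Glo reagent at room temperature, was the read-out. Beforehand, 2,000 cells per well were exposed for 16 hr at 37 °C to 5-fluorouridine together with compound or vehicle.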
Eya2 phos inh: Eya2 (human) phosphatase inhibition; AID 488837; 330,000 compounds, 0.006% hits; O00167; recombinant Eya2, OMFP fluorescence dephosphorylation (OMFP is methylfluorescein phosphate); Potency, µM (doses to about 76.9 µM), for inactives: at the top dose activity, negative = inhibition, hits mostly inhibitors; further: potency means the concentration at half of the fitted maximal effect; on the % scale 0 is the no-effect control and ±100 the full control effect
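Eya2 (0.2 uM) preincubated 10 min at ambient with compound, then OMFP substrate added at 50 uM; 10 min reaction in 50 mM HEPES pH 7.5, 50 mM NaCl, 5 uM MgCl2, 0.05% BSA, 1 mM DTT. Fluorescence read at Ex 485/Em 525 nm.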
A-T KAP1 phos: candidate therapy for ataxia-telangiectasia. […] A-T fibroblasts, KAP-1 phosphorylation AlphaLISA; neocarzinostatin DNA damage 30 min before lysis. Potency, µM (doses to about 57.5 µM), without a hit: at the top dose activation, hits mostly activators. 320,000 compounds, 0.19% hits; further: potency means the concentration at half of the fitted maximal effect; % of control where 0% means no effect; nearly all actives have a fitted effect of over 45% in size
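hTERT-immortalized A-T patient fibroblasts ([…]), 500 cells/well in OPTI-MEM, 1% FBS, got compounds for 60 min, then NCS for 30 min at 37C. Lysates were then assayed for phospho-KAP-1 by AlphaLISA (anti-pKAP1 donor, anti-KAP1 acceptor beads), 6 hr at 25C.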
a7 integrin act: integrin-mediated muscular dystrophy alleviation activation; AID 624291; alpha7betagal myoblasts, beta-gal FDG fluorescence, 48 h; Potency, µM (titrated, usually from 38.3 µM), without a hit: top-dose activation, actives largely listed as activators; 350,000 compounds, 0.064% hits;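 further: potency means the concentration at half of the fitted maximal effect; 100% = response of the positive control SU9516; nearly all actives have a fitted effect of over 60% in size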
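alpha7betagal+/- myoblasts (passage 13, 250/well) treated 48 h at 37C with compounds at 1:260 dilution of DMSO stock. Lysed, then beta-galactosidase activity read as FDG fluorescence (ex 480/em 540) after 30 min, with pre-read for autofluorescence.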
TSHR antagonist: blocks TSH signaling through the human TSH receptor; activity change, negative = inhibition, % at 11.5 µM; AID 504810; 330,000 compounds, 0.2% hits; TSHR-expressing cells, TSH-stimulated cAMP HTRF, 2 h; active compounds read low;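 active means activity change below a set negative limit, meaning inhibition stronger than a set level, cut at about -70% in these data; inconclusive means activity change between two set negative limits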; further: on the % scale 0 is the no-effect control and ±100 the full control effect
Target sequence (P16473 whole entry, looked up): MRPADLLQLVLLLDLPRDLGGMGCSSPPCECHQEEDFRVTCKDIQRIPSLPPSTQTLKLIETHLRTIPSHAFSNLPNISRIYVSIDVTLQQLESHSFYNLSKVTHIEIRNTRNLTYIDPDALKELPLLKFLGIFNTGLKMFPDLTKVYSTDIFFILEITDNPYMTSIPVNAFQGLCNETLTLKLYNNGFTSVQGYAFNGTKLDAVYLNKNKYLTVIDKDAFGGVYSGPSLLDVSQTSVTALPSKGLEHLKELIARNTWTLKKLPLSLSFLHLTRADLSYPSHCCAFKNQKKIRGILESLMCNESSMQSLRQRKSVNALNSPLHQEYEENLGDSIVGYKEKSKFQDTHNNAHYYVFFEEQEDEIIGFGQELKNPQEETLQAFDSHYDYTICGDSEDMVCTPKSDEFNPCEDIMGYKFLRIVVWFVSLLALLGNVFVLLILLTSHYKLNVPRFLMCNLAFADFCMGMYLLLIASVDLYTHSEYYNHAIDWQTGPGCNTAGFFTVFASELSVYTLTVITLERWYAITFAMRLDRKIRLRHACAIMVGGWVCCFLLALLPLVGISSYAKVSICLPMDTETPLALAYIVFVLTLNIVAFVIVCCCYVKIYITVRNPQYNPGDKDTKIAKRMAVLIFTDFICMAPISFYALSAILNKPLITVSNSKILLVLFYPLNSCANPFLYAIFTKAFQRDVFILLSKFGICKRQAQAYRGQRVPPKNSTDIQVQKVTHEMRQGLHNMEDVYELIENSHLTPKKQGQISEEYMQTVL
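Competitive HTRF cAMP read-out (cryptate anti-cAMP antibody, cAMP-d2; 30 min, room temperature) in freshly harvested TSHR cells. Compounds added before TSH at EC80 (4nM final), followed by 2 hours' incubation at 37 deg C.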
S-ASM inh: human S-ASM enzyme inhibition; 340,000 compounds, 0.006% hits; AID 504937; Potency, µM (top dose mostly 57.5 µM), for the others: at the highest dose activity change, negative = inhibition, actives largely listed as inhibitors; placental ASM, HMU-PC fluorogenic substrate, 60 min; further: potency means the concentration at half of the fitted maximal effect
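Human placenta-derived ASM enzyme was preincubated with compound for 10 minutes at room temperature, then given fluorogenic substrate HMU-PC0 (9 uM final) for 60 minutes at 37 °C; a pH 10 stop preceded fluorescence reading at Ex 386/Em 447 nm.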
BCR signal inh: inhibitors of chronic active B-cell receptor signaling | ABC-DLBCL IkBa-CBG/CBR reporter, luminescence ratio, 4 h | Potency, µM (highest dose often 46.1 µM), inactives show top-dose ratio change, negative = lower green/red ratio, usual class: inhibitors | 340,000 compounds, 0.05% hits | AID 493014; active means well fitted inhibition curve with a large enough effect in the signal ratio, with a control signal flat, not every such curve was filed as active; inconclusive means small, poorly fitted or top-dose-only effect, or effect the other way, or a change in a side signal; the % refers to the signal ratio;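 further: potency means the concentration at half of the fitted maximal effect; plate controls were basal doxycycline-induced cells for no effect and cells given 10 µM MG132 for full effect; MG132 reads +100%, hits lower the ratio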
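TMD8 human ABC-DLBCL cells with doxycycline-inducible IκBα–green luciferase fusion and unfused red luciferase, in 0.5% FBS medium; compounds up to 46 uM, 4 h at 37C. Green/red luminescence ratio, filter-overlap corrected, fitted to concentration-response curves.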
Mito fusion yeast: inhibitors of mitochondrial division or activators of mitochondrial fusion; AID 485298; S. cerevisiae fusion-defective mutant growth rescue, CellTiterGlo 48 h; Potency, µM (top dose mostly 46.1 µM), inactives show at the top dose growth rescue (activation), actives largely listed as activators; 320,000 compounds, 0.23% hits;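 further: potency means the concentration at half of the fitted maximal effect; % of control where 0% means no effect; nearly all actives have a fitted effect of over 45% in size; temperature-sensitive fusion mutants such as fzo1-1 at 37 °C on non-fermentable ethanol glycerol medium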
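S. cerevisiae fusion-defective temperature-sensitive mutants (e.g. fzo1-1, mgm1-5) grown 48 h at 37C in YPEG (ethanol/glycerol non-fermentable) medium with 23 nl compound per well; growth rescue read as CellTiterGlo luminescence.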
Tb PFK block: blocks T. brucei phosphofructokinase; O15648; T. brucei PFK, ADP-Glo luminescence; Potency, µM (series often up to 57.5 µM), without a hit: at the highest dose activity, negative = inhibition, hits mostly inhibitors; 330,000 compounds, 0.17% hits; AID 485367;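 further: potency means the concentration at half of the fitted maximal effect; 0% = uninhibited 1x PFK enzyme wells and -100% = no-enzyme wells; nearly all actives have a fitted effect of over 60% in size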
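Luminescent ADP detection (ADP-Glo, two-step: ATP depletion then ADP-to-ATP conversion for luciferase) reported PFK activity after 45 min room-temperature reaction of 1.25 nM enzyme with 0.5 mM F6P and 0.1 mM ATP at pH 8.0.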
PTAP TSG101 blk: blocks PTAP/TSG101 interaction to inhibit HIV-1 budding; Fluorescence polarization, FITC-PTAP peptide / Tsg101 binding; Potency, µM (highest dose often 115 µM), inactives show top-dose activity change, negative = inhibition, actives largely listed as inhibitors; 340,000 tested, under 10 active; active means well fitted inhibition curve with a large enough effect in the main read-out, with a control signal flat, not every such curve was filed as active; inconclusive means small, poorly fitted or top-dose-only effect, or effect the other way, or a change in a side signal; inactive means no such curve, though single readings can be large or run the other way; further: potency means the concentration at half of the fitted maximal effect; % of control where 0% means no effect
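Fluorescence anisotropy tracks displacement of a FITC-tagged PTAP peptide (50 nM) from the Tsg101 binding domain (10 uM), following a 20 min room-temperature incubation at pH 7.5.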
* marks the source's active call; other numbers are inactive results; ? = inconclusive; / = not tested or not shown; [ ] = remark or other dose. Unless noted, the call rests on the fitted dose curve; in most records, active means well fitted curve in the direction sought with a large enough effect; inconclusive means small, poorly fitted or top-dose-only effect, or another doubt; inactive means no such curve, though single readings can be large; an effect the other way counts as inactive or inconclusive.

1: Cc1ccc(Cl)cc1NC(=O)CN1CCN(C(=O)C2CCCO2)CC1 (stereo not drawn)
2: CC(C)(C)NC(=O)c1ccc2c(c1)N(CC(=O)N1CCN(c3ccc(F)cc3)CC1)C(=O)C(C)(C)O2
3: CC(=O)C1=C(C)NC(SCC(N)=O)=C(C#N)C1CC(C)C (stereo not drawn)
4: COc1ccccc1CN1CC(C(=O)NC2(c3ccccc3)CC2)CCC1=O (stereo not drawn)
5: Cc1nc(NC(C)C)c2cnn(CCc3ccccc3)c2n1
6: OCC1(CCOc2ccccc2)CCN(Cc2ccc3c(c2)OCCO3)CC1
7: CCC(=O)Nc1ccc2oc(-c3cccc(C)c3)nc2c1
8: O=C(COC(=O)c1ccc2c(c1)OCO2)Nc1nc(-c2ccccc2)cs1
9: CNc1c(NS(=O)(=O)c2ccc(Cl)cc2)c(=O)oc2ccccc12
10: Nc1ncnc2c1ncn2CCNCCc1ccccc1

screen / no.	1	2	3	4	5	6	7	8	9	10
Tb PFK block	0%	1%	5%	1%	0%	-3%	?	1%	0%	1%
Eya2 phos inh	5%	-1%	8%	-9%	4%	0%	0%	2%	-5%	11%
TCR activator	2%	-2%	/	-1%	-5%	7%	5%	-4%	-4%	3%
a7 integrin act	0%	-19%	7%	-8%	19%	-22%	0%	6%	-8%	3%
TSHR antagonist	-4	-10	-9	3	3	27	-3	-8	5	5
PTAP TSG101 blk	-1%	-2%	-1%	-2%	0%	-7%	1%	-4%	-5%	-4%
S-ASM inh	-4%	-2%	3%	3%	2%	1%	4%	1%	2%	-1%
ELG1 DNA repair	23%	?	-11%	10%	?	4%	?	-1%	10%	11%
BCR signal inh	4%	-1%	?	0%	?	1%	?	-2%	-5%	?
Mito fusion yeast	2%	4%	7%	2%	3%	16%	9%	-3%	2%	0%
A-T KAP1 phos	6%	8%	0%	8%	-1%	-5%	-6%	2%	0%	7%

One compound at a time, from the list above.
CC(=O)C1=C(C)NC(SCC(N)=O)=C(C#N)C1CC(C)C (stereo not drawn) across the screens: Tb PFK block = 5%; Eya2 phos inh = 8%; TCR activator = /; a7 integrin act = 7%; TSHR antagonist = -9; PTAP TSG101 blk = -1%; S-ASM inh = 3%; ELG1 DNA repair = -11%; BCR signal inh = ?; Mito fusion yeast = 7%; A-T KAP1 phos = 0%
CNc1c(NS(=O)(=O)c2ccc(Cl)cc2)c(=O)oc2ccccc12 across the screens: Tb PFK block = 0%; Eya2 phos inh = -5%; TCR activator = -4%; a7 integrin act = -8%; TSHR antagonist = 5; PTAP TSG101 blk = -5%; S-ASM inh = 2%; ELG1 DNA repair = 10%; BCR signal inh = -5%; Mito fusion yeast = 2%; A-T KAP1 phos = 0%

The list goes on:
11: CCS(=O)(=O)NCCc1cc2c(OC)ccc(OC)c2[nH]c1=O
12: Cc1cnc(NS(=O)(=O)c2ccc(Cl)cc2)c(Br)c1
13: CCOC(=O)C1(C)/C(=N/Nc2ccccc2)C(=O)C(=O)N1c1ccccc1 (stereo not drawn)
14: Cc1nn(CCCC(=O)Nc2c(F)cc(F)cc2Br)c(C)c1[N+](=O)[O-]
15: O=C(N/N=C/C=C/c1ccccc1)c1cnccn1
16: O=C(Nc1ccc2c(c1)OCO2)N1CCN(c2ccccc2Cl)CC1
17: O=C(NC(=S)NC1CCS(=O)(=O)C1)c1cccs1 (stereo not drawn)
18: N#Cc1cccc2cccc(S(=O)(=O)N3CCOCC3)c12
19: COc1cc([N+](=O)[O-])cc(/C=N/NC(=O)c2ccc(C)nc2)c1O
20: CCCCc1nc2cc(C(=O)N3CCCC(OCCC)C3)ccc2o1 (stereo not drawn)

screen / no.	11	12	13	14	15	16	17	18	19	20
Tb PFK block	1%	?	-4%	-1%	2%	7%	-1%	3%	1%	0%
Eya2 phos inh	5%	6%	8%	-3%	7%	-22%	3%	-2%	5%	2%
TCR activator	-1%[46.1 µM]	-2%	4%	2%	8%	-7%	-1%[46.1 µM]	0%	-8%[46.1 µM]	-1%
a7 integrin act	6%	-11%	19%	-1%	-13%	-10%	1%	-21%	14%	7%
TSHR antagonist	-10	11	10	0	11	27	6	-1	-9	2
PTAP TSG101 blk	3%	-4%	-3%	0%	-4%	0%	-1%	-6%	0%	-4%
S-ASM inh	5%	-2%	-9%	5%	-4%	-1%	-5%	5%	-3%	-1%
ELG1 DNA repair	14%	-5%	3%	?	?	?	2%	19%	-11%	?
BCR signal inh	0%	?	11%	-10%	?	-20%	1%	?	?	3%
Mito fusion yeast	-2%	2%	4%	2%	0%	7%	-1%	-4%	4%	-7%
A-T KAP1 phos	0%	-12%	-2%	-3%	/	2%	-4%	8%	-13%	-1%

21: C/C(CC(=O)N(C(C)C)C(C)C)=N\NC(=O)COc1ccc(Cl)cc1Cl
22: O=C(OCn1nnc2ccccc2c1=O)c1cn(-c2ccccc2)nc1-c1cccnc1
23: COCCn1c(C)cc(/C=C2\NC(=S)N(C)C2=O)c1C
24: COC(=O)c1nn(-c2ccc3c(c2)CCN3C(C)=O)cc1O
25: Cc1c(NC(=O)c2cccc(NS(C)(=O)=O)c2)c(=O)n(-c2ccccc2)n1C
26: Cc1ccc(-c2noc(CCC(=O)N(C)c3ccccc3C)n2)cc1
27: CCC(CC)c1nnc(NC(=O)CSCC(=O)Nc2cc(C)on2)s1
28: CCOC(=O)C1CCCN(C(=S)Nc2ccc(Nc3ccccc3)cc2)C1 (stereo not drawn)
29: CC(c1n[nH]c(=S)n1-c1ccc(F)cc1)N1CCCCC1 (stereo not drawn)
30: Cc1nc2nc[nH]n2c(=O)c1CC(=O)O

screen / no.	21	22	23	24	25	26	27	28	29	30
Tb PFK block	-26%	0%	-2%	?	0%	3%	7%	-18%	14%	6%
Eya2 phos inh	11%	-8%	-4%	4%	7%	-18%	16%	3%	-1%	13%
TCR activator	11%	-7%	2%[46.1 µM]	0%	1%	7%	3%	5%	-3%	/
a7 integrin act	-17%	15%	11%	4%	2%	-7%	6%	-50%[inhibitor]	13%	-17%
TSHR antagonist	-3	-5	-11	0	6	-13	2	9	-3	12
PTAP TSG101 blk	-3%	1%	3%	-2%	-7%	1%	2%	0%	-1%	-2%
S-ASM inh	4%	-2%	-5%	20%	-1%	-6%	5%	-2%	5%	0%
ELG1 DNA repair	-30%	?	29%	-19%	?	?	1%	?	10%	11%
BCR signal inh	1%	-2%	5%	-8%	1%	1%	0%	-11%	5%	16%
Mito fusion yeast	11%	11%	-5%	-10%	5%	24%	-8%	3%	1%	-2%
A-T KAP1 phos	-2%	-11%	-7%	-2%	5%	18%	4%	-10%	-4%	0%

31: Cc1cc(=O)c2ccc(C(F)(F)F)cc2[nH]1
32: CCc1ccc(N2C(=O)CC(Cn3nc(C)cc3C)C2=O)cc1 (stereo not drawn)
33: Cc1cc(NC(=O)CSc2nnc(-c3ccncc3)n2-c2ccccc2)no1
34: FC(F)(F)c1cccc(NC(=S)N2CCN(c3ccccn3)CC2)c1
35: COc1cc(S(=O)(=O)Nc2cccc(C)c2)ccc1NC(=O)c1cccnc1

screen / no.	31	32	33	34	35
Tb PFK block	1%	0%	0%	2%	-1%
Eya2 phos inh	1%	2%	19%	1%	3%
TCR activator	-5%	2%	17%	7%	-11%[46.1 µM]
a7 integrin act	6%	5%	-14%	-30%	-30%
TSHR antagonist	9	-8	-6	-3	11
PTAP TSG101 blk	-1%	-3%	-6%	-5%	-4%
S-ASM inh	-1%	-4%	8%	1%	1%
ELG1 DNA repair	-15%	2%	-2%	-4%	?
BCR signal inh	2%	-9%	0%	-2%	6%
Mito fusion yeast	4%	-4%	1%	-6%	4%
A-T KAP1 phos	-5%	2%	0%	4%	-4%
